Pf growth 48h: P. falciparum growth inhibition at 48 hours (one generation); P. falciparum luciferase growth in erythrocytes, 48 h; Potency, µM (top dose mostly 28.7 µM), inactives show at the highest dose activity change, negative = inhibition, actives largely listed as inhibitors; hit rate 5.9% among 310,000; AID 504832; also: potency is read from the fitted curve at half-maximal effect; % is scaled to controls: 0 for no effect and ±100 for the full control effect
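Luciferase-expressing parasites in RBCs, 2% Hct / 0.1% parasitemia final; RPMI 1640 + 0.5% Albumax; 37 C, 5% CO2, one generation; luminescence read-out, lower signal = inhibition.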
Shiga toxin inh: Shiga toxin inhibition | Vero cells, Shiga toxin protein synthesis inhibition reporter | inhibition, % at 38.7 µM | hit rate 9.2% among 290,000 | AID 2315; in the data active = inhibition mostly above about 28%, no sharp cut-off; inactive = mostly below about 43%; also: 0% is about no effect
Cycloheximide cs: counter-screen hit for Shiga toxin inhibitors, cycloheximide. hit rate 12% among 300,000. cell reporter, cycloheximide protein synthesis inhibition counterscreen. AID 2314. max response, %; in the data active = max response mostly above about 13%, no sharp cut-off; inactive = mostly below about 14%; also: read at 38.3 µM for the half of the compounds with a filed dose; 0% is about no effect
HCV inh: blocks hepatitis C virus; hit rate 3.4% among 340,000; Potency, µM (highest dose often 41.8 µM), inactives show top-dose activity change, negative = inhibition, usual class: inhibitors; Huh7.5.1 HCVcc-Cre infection, luciferase reporter, 44 h; AID 651820; also: potency is read from the fitted curve at half-maximal effect; % is scaled to controls: 0 for no effect and ±100 for the full control effect
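Compounds are dispensed onto cells plated 4 h earlier at 1,000 per well, with HCVcc-Cre virus (about 0.5 moi) added next. Following 44 h of culture, luminescent signal is measured for 15 sec after 15 min with substrate at room temperature.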
Giardia FBPA inh: inhibitors of Giardia lamblia fructose-1,6-bisphosphate aldolase | A8B2U2 | purified Giardia FBPA | Potency, µM (highest dose often 59.6 µM), inactives show at the top dose activity, negative = inhibition, most hits filed as inhibitors | hit rate 0.71% among 290,000; also: potency is read from the fitted curve at half-maximal effect; % is scaled to controls: 0 for no effect and ±100 for the full control effect; nearly all actives have a fitted effect of over 55% in size
Target sequence (A8B2U2 whole entry, looked up): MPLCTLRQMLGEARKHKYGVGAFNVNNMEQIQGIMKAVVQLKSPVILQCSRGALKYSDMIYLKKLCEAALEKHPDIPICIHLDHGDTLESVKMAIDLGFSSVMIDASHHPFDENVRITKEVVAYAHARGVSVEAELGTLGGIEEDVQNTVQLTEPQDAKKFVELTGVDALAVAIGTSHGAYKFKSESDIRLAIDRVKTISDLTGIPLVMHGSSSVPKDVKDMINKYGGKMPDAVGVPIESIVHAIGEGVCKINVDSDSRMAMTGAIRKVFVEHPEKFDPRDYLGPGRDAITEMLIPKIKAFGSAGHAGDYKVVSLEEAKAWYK
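Giardia FBPA (40 nM reagent) was preincubated 10 min at RT with compound (up to 57.5 uM final), then substrate plus GAPDH/TPI/NAD/arsenate coupling system with diaphorase/resazurin was added; resorufin fluorescence (525/598 nm) was read after 20 min.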
Pf growth 96h: P. falciparum growth inhibition at 96 hours. P. falciparum luciferase reporter growth, 96 h. Potency, µM (series often up to 28.7 µM), for the others: top-dose activity change, negative = inhibition, most hits filed as inhibitors. hit rate 6.9% among 320,000. AID 504834; also: potency is read from the fitted curve at half-maximal effect; % is scaled to controls: 0 for no effect and ±100 for the full control effect
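Compounds incubated with erythrocytes infected by luciferase-expressing P. falciparum (2% hematocrit, 0.05% parasitemia final) for 96 hours, 37 C in 5% CO2. Growth inhibition scored as decreased luciferase luminescence.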
Numbers without * were called inactive; i = inactive; ? = inconclusive; · = not tested or not shown; & = joins results of further samples; [ ] = remark or other dose. Unless noted, calls follow the shape of the dose curve; as a rule, active = well fitted curve in the direction sought with a large enough effect; inconclusive = small, poorly fitted or top-dose-only effect, or another doubt; inactive = no such curve, though single readings can be large; an effect the other way counts as inactive or inconclusive.

SMILES	Pf growth 48h	Shiga toxin inh	Cycloheximide cs	HCV inh	Giardia FBPA inh	Pf growth 96h
Cn1c(N)c(C(=O)COC(=O)CCCOc2ccc(Cl)cc2Cl)c(=O)n(C)c1=O	0%	-6	-2	12%	-7%	23%
O=C(NCc1cccnc1)c1ccc(Cl)c(S(=O)(=O)N2CCCCCC2)c1	?	-4	-1	?	6%	16%
CC12CCC(C(=O)N(CSC(=S)N/N=C\c3ccccc3)C1=O)C2(C)C (configuration not stated)	?	16	1	2%	13%	?
CC(=O)N[C@H](CC(C)C)C(=O)O	-12%	·	·	·	4%	-15%
Cc1ccc(-c2nc3s/c(=C\c4ccco4)c(=O)n3n2)cc1	-12%	19	-2	12%	0%	-13%
O=C(NCc1cccs1)c1ccccc1F	9%	12	12*	3%	6%	7%
CCOc1ccc(C(C)(C)C)cc1S(=O)(=O)n1nc(C)cc1C	4.7µM*	-6	0	?	2%	8.3µM*
CCOC(=O)CNc1ccc(C(=O)OCC)cc1[N+](=O)[O-]	2%	-9	4	13%	5%	9%
O=S(=O)(c1ccc(SCc2ccc(Br)cc2)nc1)N1CCCCC1	?	·	·	17%	·	-3%
Cc1ccnc(SCC(=O)Nc2sc3c(c2C#N)CCCC3)n1	?	37	14	7.9µM*	7%	-7%
CCc1ccccc1NC(=O)CSc1n[nH]c(-c2cccnc2)n1	7%	-9	-4	3%	-10%	43%
COCCn1c(SCC(=O)N2CC(=O)Nc3ccccc32)nc2ccccc21	-30%	-6	-4	13%	9%	-1%

An excerpt of these results, as labelled records.
mol: Cn1c(N)c(C(=O)COC(=O)CCCOc2ccc(Cl)cc2Cl)c(=O)n(C)c1=O
  Pf growth 48h = 0%	Shiga toxin inh = -6	Cycloheximide cs = -2	HCV inh = 12%	Giardia FBPA inh = -7%	Pf growth 96h = 23%

mol: O=C(NCc1cccnc1)c1ccc(Cl)c(S(=O)(=O)N2CCCCCC2)c1
  Pf growth 48h = ?	Shiga toxin inh = -4	Cycloheximide cs = -1	HCV inh = ?	Giardia FBPA inh = 6%	Pf growth 96h = 16%

The results go on:
SMILES	Pf growth 48h	Shiga toxin inh	Cycloheximide cs	HCV inh	Giardia FBPA inh	Pf growth 96h
CCn1cc(C(=O)N2CCn3c(nc4ccccc43)C2)c(=O)c2ccc(C)nc21	·	-20	-3	4%	2%	?
O=C(c1ccccc1)C1C(c2ccccc2)C1[N+](=O)[O-] (configuration not stated)	4%	20	-2	0%	1%	17%
CCC(=O)N1CN(S(=O)(=O)c2ccc(C)cc2)CC1C (configuration not stated)	22%	-5	-1	5%	-11%	?
COc1ccc(C2c3cc(OC)c(OC)cc3CCN2C2CC(=O)N(c3ccccc3)C2=O)cc1OC (configuration not stated)	·	18	-1	8%	-5%	?
CC(C)n1cc(C(=O)N2CCCC(Nc3ccc(F)c(F)c3)C2)cn1 (configuration not stated)	0%	14	27*	16%	-11%	-25%
CCOc1ccc(CCNc2ccc3nnc(-c4ccccc4)n3n2)cc1OCC	?	-19	-3	?	2%	4.7µM*
CC1CN(C(=O)CSc2ncnc3sccc23)CC(C)O1 (configuration not stated)	0%	-5	-2	1%	13%	-1%
COCc1[nH]nc2c1C(c1cccc(OC)c1)C(C#N)=C(N)O2 (configuration not stated)	2%	-19	3	5%	-2%	-27%
CCOC(=O)CSc1cc(C(F)(F)F)nc(-c2ccccn2)n1	-24%	-2	-4	10%	0%	30%[activator]
CCN(CC)CCN(C(=O)/C=C/c1cccs1)c1nc2ccc(F)cc2s1	?	26	9	?	-29%	?
CN(Cc1cnn(C)c1)C(=O)C1CCC(=O)N(Cc2ccc(Cl)cc2)C1 (configuration not stated)	5%	12	-6	·	·	-18%
COc1cccc(NC(=S)Nc2ccc(F)cc2)c1	25%	35	2	-11%	-16%	-3%
Cc1ccc(O)c(/C=N/NC(=O)c2[nH]ncc2Br)c1	-63%	59*	34*	?	?	?
Cc1nnc(SCC(=O)Nc2cccc(N)c2)n1-c1ccccc1	0%	4	-4	1%	-8%	?
O=C(CSc1nc2c(cnn2-c2ccccc2)c(=O)[nH]1)N1N=C(c2cccs2)CC1c1ccc(F)cc1 (configuration not stated)	?	-14	-4	0%[8.37 µM]	-1%	?
O=C(COC(=O)C1=COCCO1)Nc1cccc(Oc2ccccc2)c1	·	-1	1	1%	0%	-6%
CCOCCCNC(=S)N1C2CCC1CC(NC(=O)NC1CCCCC1)C2 (configuration not stated)	?	-4	0	-20%	0%	8%
COc1ccc(C(=O)Nc2nncs2)cc1S(=O)(=O)N1CC(c2ccccc2)CC1=O (configuration not stated)	·	-15	4	5%	10%	?
CCN(C(=O)COC(=O)CCC(=O)c1ccccc1)c1c(N)n(Cc2ccccc2)c(=O)[nH]c1=O	-9%	·	·	17%	·	-20%
O=C1CC(N2CCN(Cc3ccc(Cl)cc3)CC2)C(=O)N1CCc1ccccc1 (configuration not stated)	-4%	13	6	?	1%	-16%
O=C(c1ccccc1)N1CCN(CC(O)COc2ccc(Br)cc2)CC1 (configuration not stated)	-6%	·	-3	-7%	-9%	9.3µM*
CN(C)C(=O)Cn1c(=O)n(S(=O)(=O)c2ccccc2)c2ccccc21	-4%	-3	-3	3%	-1%	0%
C=CCOC(=O)/C(=C\C=C\c1ccccc1)NC(=O)c1ccccc1	15%	22	18*	-15%	-3%	?
O=C1c2ccc([N+](=O)[O-])cc2S(=O)(=O)N1Cc1ccccc1	32%[activator]	23	1	-19%	-28%	35%[activator]

Reformatted: entries from further up.
SMILES | Pf growth 48h | Shiga toxin inh | Cycloheximide cs | HCV inh | Giardia FBPA inh | Pf growth 96h
CCOCCCNC(=S)N1C2CCC1CC(NC(=O)NC1CCCCC1)C2 (configuration not stated) | ? | -4 | 0 | -20% | 0% | 8%
COc1ccc(C(=O)Nc2nncs2)cc1S(=O)(=O)N1CC(c2ccccc2)CC1=O (configuration not stated) | · | -15 | 4 | 5% | 10% | ?
CCN(C(=O)COC(=O)CCC(=O)c1ccccc1)c1c(N)n(Cc2ccccc2)c(=O)[nH]c1=O | -9% | · | · | 17% | · | -20%
O=C1CC(N2CCN(Cc3ccc(Cl)cc3)CC2)C(=O)N1CCc1ccccc1 (configuration not stated) | -4% | 13 | 6 | ? | 1% | -16%
O=C(c1ccccc1)N1CCN(CC(O)COc2ccc(Br)cc2)CC1 (configuration not stated) | -6% | · | -3 | -7% | -9% | 9.3µM*
CN(C)C(=O)Cn1c(=O)n(S(=O)(=O)c2ccccc2)c2ccccc21 | -4% | -3 | -3 | 3% | -1% | 0%

Next entries
SMILES	Pf growth 48h	Shiga toxin inh	Cycloheximide cs	HCV inh	Giardia FBPA inh	Pf growth 96h
O=C(CCS(=O)(=O)Cc1ccccc1)Nc1nncs1	?	-6	-3	12%	14%	-2%
COc1cccc(CNC(=O)c2ccc(CS(=O)Cc3ccc(C)cc3)o2)c1 (configuration not stated)	-9%	-4	-2	-24%	11%	?
Cc1ccc(OCCC(=O)Nc2ccc(C)c(S(=O)(=O)N3CCOCC3)c2)cc1	?	·	·	?	·	?
CCN(CC(=O)Nc1ccc2c(c1)OCCO2)C(=O)c1cc(Cl)nc2ccccc12	?	·	·	-5%	·	?
Cc1c(OCC(=O)N2C[C@H]3C[C@@H](C2)c2cccc(=O)n2C3)ccc2c3c(c(=O)oc12)CCC3	0%	4	1	10%	14%	-69%
Cc1cccn2c(=O)c(C=O)c(Nc3ccc(S(N)(=O)=O)cc3)nc12	27%	4	-2	-16%	2%	5.9µM*
CC(=O)N1CC(C)Oc2ccc(S(=O)(=O)NC(CC(=O)O)c3ccc(C)cc3C)cc21 (configuration not stated)	38%[activator]	-4	-3	26%	·	?
CC(=O)Nc1ccc(S(=O)(=O)N2CCN(C(=O)c3ncoc3-c3ccc(C)cc3)CC2)cc1	0%	12	-1	-7%	-6%	-1%
COC(=O)c1ccc(CSc2nnc(NC(C)C)s2)o1	-10%	14	0	-10%	-8%	?
Cn1c(C(=O)N[C@@H](Cc2ccccc2)C(=O)O)cc2cc(Cl)ccc21	·	-6	-3	-2%	11%	13%
Cc1ccc(NC(=O)OCCN2CCN(S(=O)(=O)c3ccc(C)cc3)CCC2=O)cc1	0%	5&-19	-1&-3	-6%[8.37 µM]	5%&1%	?
COc1ccc(OC)c(C2/C(=C(/O)c3cnn(-c4ccccc4)c3C)C(=O)C(=O)N2CCN(C)C)c1 (configuration not stated)	-22%	10	7	?	-14%	-5%
CCCN(CCC)C(=O)Cn1c(=O)n(CCCCC(=O)NC2CCCC2)c(=O)c2ccccc21	-14%	15	-3	1%&-13%	1%	0%
CC(C)C(=O)Nc1cccc(C(=O)N2CCCCC2C)c1 (configuration not stated)	?	-17	-2	-18%	-1%	·
Cc1ccc(NS(=O)(=O)c2ccc3oc(=O)ccc3c2)cc1Cl	0%	24	-1	2%	1%	0%
COc1ccccc1NC(=O)Cn1cnc2c(cnn2-c2ccccc2)c1=O	?	-12	-2	?	4%[12.9 µM]	19%
CCOC(=O)c1ccccc1-n1c(C)cc(C2N=C(N)Nc3nc4ccccc4n32)c1C (configuration not stated)	·	-4	1	-8%	3%	1.7µM*
CC(C)(C)C1CCC(C(=O)OCC(=O)N2CCOCC2)CC1 (configuration not stated)	-3%	17	15	31%[activator]	4%	-4%
CCN1CCN(c2oc(COc3ccc(Cl)cc3)nc2C#N)CC1	-14%	-13	-1	-1%	-12%	-6%
O=C(Cc1cccc(C(F)(F)F)c1)NCC(=O)Nc1cc(Cl)ccc1Cl	6%	14	4	?	-12%	25%
Cc1ccc(C(C(=O)NC2CCCC2)N(C(=O)c2csnn2)C2CCCC2)o1 (configuration not stated)	?	-14	-4	10%	0%	109%[activator]
CCOc1ccc(NC(=O)NC(C)CC)cc1 (configuration not stated)	24%	42*	40*	-23%	2%	9.3µM*
CCCN1CCC(=O)N(C(CSc2ccc(Br)cc2)c2ccccc2)CC1 (configuration not stated)	·	77*	50*	·	10%	·
N#Cc1cncc(-c2ccc3c(c2)OCCOCCOCCOCCOCCO3)n1	?	-1	2	14%	-6%	?
COc1ccc2cc(S(=O)(=O)NCc3cccnc3)ccc2c1	24%	36	7	?	-4%	-8%
COC(=O)CCCNC(=O)CC1C(=O)NCCN1Cc1ccoc1 (configuration not stated)	32%[activator]	17	-2	28%	-7%	13µM*
CC(=O)c1ccc(OC(=O)Cc2cccc3ccccc23)cc1	0%	-9	-3	19%	2%	1%
CCC1(CC)C(=O)C=CNC1=O	?	·	·	1%	0%	0%&-31%
Cc1c(O)ccc(NS(=O)(=O)c2ccccc2)c1C	13%[1.15 µM]	13	-1	-9%	0%	7%
Nc1cccc(CP(=O)(c2ccccc2)c2ccccc2)c1	?	·	·	18%	·	-17%
CCN(C(=O)c1ccc2c(c1)OCO2)C1CCS(=O)(=O)C1 (configuration not stated)	2%	·	·	2%	·	29%
N#Cc1nc(COc2ccccc2)oc1N1CCCCC1	·	83*	51*	-3%	5%	-2%
CC(c1ccccc1)N1CCc2[nH]c(=S)[nH]c(=O)c2C1 (configuration not stated)	-14%	-4	8	15%	?	7%
O=C(O)c1cccc(-c2nnn(Cc3ccccc3)n2)c1	i	63*	70*	15%	?	i
O=NN1CCCCC1	14%	·	·	15%	·	?
COc1cc(/C=N/Nc2ccnc(=O)[nH]2)ccc1O	-27%[0.00184 µM]	67	32*	10%	?	?
O=C(O)c1ccc(NC(=O)c2ccc(COc3ccc(Cl)cc3)o2)cc1	0%	-9	2	10%	-9%	-4%
CC(C)(C)NC(=O)CC(CC(=O)O)c1ccccc1 (configuration not stated)	2%	8	-1	-20%	-1%	?
O=C(COc1ccccc1)Nc1cc2c3c(c1)CC(=O)N3CCC2	18%	·	·	?	·	31%[activator]
CSCCNC(=O)Nc1c(-c2c(Cl)cccc2Cl)noc1C	68%[activator]	-5	-1	33%[activator]	4%	35%[activator]
Cc1ccc(-n2ncc3c(SCC(=O)Nc4cc(C)on4)ncnc32)c(C)c1	4%	29	-6	-6%	2%	?
N#Cc1ccc(Oc2cccc3cccnc23)c([N+](=O)[O-])c1	12%	25	-1	-2%	-28%	5%
